Compound activity deposited in PubChem by several laboratories.
rCAG RNA binder – molecules binding r(CAG) RNA repeats | r(CAG) RNA repeat, TO-PRO-1 dye displacement fluorescence | inhibition, % at 3 µM | actives 1.3% (n = 370,000);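 active means inhibition above the plate cutoff, the mean of all test compounds on that plate plus 3 SD, cut at about 35% in these data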;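 further: 0% = DMSO alone and 100% = 100 µM mitoxantrone as full dye displacement; higher means more dye released from RNA so lower well fluorescence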
TDP2 inh – blocks human TDP2 phosphodiesterase activity; O95551; recombinant TDP2, T5PNP hydrolysis, p-nitrophenol absorbance 415 nm; inhibition, % at 12.8 µM; actives 0.34% (n = 370,000); AID 720702;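 active means inhibition above the mean of all tested compounds plus 3 SD, set per campaign, cut at about 25% in these data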;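 further: 0% = DMSO with enzyme and 100% = buffer with substrate but no TDP2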
Target sequence (O95551 whole entry, looked up): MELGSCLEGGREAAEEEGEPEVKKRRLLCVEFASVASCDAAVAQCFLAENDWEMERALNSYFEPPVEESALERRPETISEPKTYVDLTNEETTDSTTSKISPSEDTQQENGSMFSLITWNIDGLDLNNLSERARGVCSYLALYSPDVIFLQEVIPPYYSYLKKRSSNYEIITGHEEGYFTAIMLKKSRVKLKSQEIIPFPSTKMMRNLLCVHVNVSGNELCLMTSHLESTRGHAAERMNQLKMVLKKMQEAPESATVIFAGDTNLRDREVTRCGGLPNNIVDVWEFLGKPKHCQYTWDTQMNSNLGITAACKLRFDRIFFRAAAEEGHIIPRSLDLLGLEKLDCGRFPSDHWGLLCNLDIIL
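Test system: Human TDP2 enzyme | Reagent: 5 mM T5PNP | Compound dosing: 12.8 µM single point, 1% DMSO | Incubation: Enzyme reaction with compound for 2 h at 37 °C | Technique: p-Nitrophenol epi absorbance | Read-out: % inhibition relative to enzyme-containing and enzyme-free wells | Benchmarks: High control without enzyme, low control DMSO plus TDP2 | Replicates: Singlicate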
LEDGF integ inh – blocks HIV-1 LEDGF/p75-dependent DNA integration; TR-FRET IN-LEDGF/p75 DNA integration, Eu/Cy5; inhibition, % at 3.7 µM; actives 0.64% (n = 370,000);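 active means inhibition above the screen-wide mean plus 3 SD, cut at about 13% in these data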;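 further: signal is the Cy5 over europium emission ratio at 671 and 618 nm; 0% = plate median of compound wells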
SIAE inh – inhibitors of human sialic acid acetylesterase SIAE. Q9HAT2. actives 0.69% (n = 370,000). inhibition, % at 9.66 µM. SIAE FP-Rh probe binding, fluorescence polarization;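 active means inhibition above a cutoff: mean of compounds within the control limits plus 3 SD of those, cut at about 17% in these data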;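 further: 0% = plate median of compound wells and 100% = probe without SIAE protein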
NPR2 activator – GC-B (human) receptor activation; P20594; HEK293-GC-B cells, CNP EC30, cGMP TR-FRET; 0% at EC30 CNP, 100% saturating CNP; activation, % at 10 µM; actives 0.11% (n = 370,000);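 active means activation at 10 µM reaching about 35% in either raw or pattern-adjusted values, limit read from the data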
TCR CD3 inh – blocks the human TCR-CD3 interaction; TAMRA-labeled TCR probe fluorescence, biochemical; inhibition, % at 9.4 µM; actives 0.37% (n = 360,000); AID 651800; in the data active means inhibition above about 19%;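 further: recombinant mutant TCR 2C K166C tagged with TAMRA read by polarization; 0% = receptor in buffer alone and 100% = receptor with positive control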
HTRA1 inhibitor – inhibitors of human serine peptidase HTRA1. Q92743. inhibition, % at 5.96 µM. actives 0.5% (n = 340,000). recombinant HTRA1, FP-rhodamine activity-based probe, fluorescence polarization; in the data active means inhibition above about 36%;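 further: 0% = enzyme with DMSO and 100% = wells lacking enzyme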
PRMT1 inh – blocks human protein arginine methyltransferase 1; recombinant PRMT1, activity-based probe fluorescence polarization; inhibition, % at 2.79 µM; actives 1.3% (n = 370,000); AID 652257;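 active means inhibition above about 21% made by adding two undisclosed values, limit read from the data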
MBD2 inh – MBD2-methylated oligo binding inhibition. Q9UBB5. TR-FRET, MBD2 binding to methylated oligonucleotide. inhibition, % at 4.4 µM. actives 0.31% (n = 370,000); in the data active means inhibition above about 13%
ABHD4 inh – inhibits mouse alpha/beta hydrolase domain 4; Q8VD66; actives 0.54% (n = 370,000); inhibition, % at 8.92 µM; purified mABHD4, FP-Rh probe fluorescence polarization;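 active means inhibition exceeding the mean over every tested compound plus 3 SD, cut at about 30% in these data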;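 further: 0% = plate median of compound wells and 100% = S159A mutant with DMSO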
Target sequence (Q8VD66 whole entry, looked up, the tested form may be a part): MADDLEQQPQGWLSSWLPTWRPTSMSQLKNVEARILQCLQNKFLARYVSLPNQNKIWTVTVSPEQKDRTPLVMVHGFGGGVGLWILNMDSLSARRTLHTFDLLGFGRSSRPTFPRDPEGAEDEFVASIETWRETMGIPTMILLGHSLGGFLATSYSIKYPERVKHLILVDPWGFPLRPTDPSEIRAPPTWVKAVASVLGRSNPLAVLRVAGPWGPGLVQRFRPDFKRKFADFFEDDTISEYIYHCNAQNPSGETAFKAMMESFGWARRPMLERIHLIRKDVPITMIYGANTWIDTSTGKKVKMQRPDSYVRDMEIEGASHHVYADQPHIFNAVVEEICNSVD
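system = mouse ABHD4 enzyme, wild type | medium = HEPES pH 7.0, NaCl, Pluronic buffer | also added = FP-Rh probe | incubation = Enzyme–compound pre-incubation 45 min, then probe 60 min, both 25 °C | technique = fluorescence polarization, excitation 525 nm, emission 598 nm, BODIPY TMR filters | controls = S159A mutant high control, sample median low control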
The depositor's hits bear a star; nt = not tested or not shown.

SMILES | rCAG RNA binder | TDP2 inh | LEDGF integ inh | SIAE inh | NPR2 activator | TCR CD3 inh | HTRA1 inhibitor | PRMT1 inh | MBD2 inh | ABHD4 inh
CCCC(=O)C1=C(O)C(c2cccc(Oc3ccccc3)c2)CCC1=O (centres undefined) | 4 | 7 | 0 | -1 | -4 | 8 | 1 | 2 | -4 | -2
O=C(COc1ccc(Br)cc1)N1CCOCC1 | 1 | -7 | 1 | 0 | -5 | 3 | 1 | -1 | 1 | -1
COc1cc(OC)cc(C(=O)NCc2ccc3c(c2)cc(C)n3C)c1 | 2 | -4 | -1 | 1 | 0 | -5 | 1 | 9 | 7 | -5
Nc1nonc1-c1nc2ccccc2n1Cc1ccccc1 | 9 | -3 | -2 | 1 | 15 | 5 | -31 | 1 | 2 | -8
CCOC(=O)c1ccc(Nc2ccc([N+](=O)[O-])cn2)cc1 | 1 | -12 | 0 | 7 | 0 | 6 | -7 | -4 | 5 | 0
CN1CCc2c(sc(NC(=O)c3ccco3)c2C(N)=O)C1 | 5 | -10 | 1 | -3 | 4 | 4 | 0 | 0 | 3 | 12
O=C(COC(=O)CCNS(=O)(=O)c1ccccc1F)Nc1nnc(-c2ccccc2)o1 | 12 | 9 | -1 | -4 | -3 | 0 | -1 | 2 | 4 | -1
C/C(=N/NC(=O)CNC(=O)c1cccc(F)c1)c1ccc2c(c1)CCCC2 | -4 | 2 | 0 | -1 | 2 | 1 | 5 | -2 | 3 | -1
CC(C)c1cc(N=NC(N)=O)cc(C(C)C)c1O | 2 | -10 | -4 | -3 | 3 | -6 | 1 | 5 | 2 | -3
CC(C)CN1C(=O)[C@@]2(CC(=O)N(C)C2c2ccccc2)c2cc(-n3cc(CCc4ccccc4)nn3)ccc21 (some centres undefined) | 4 | -17 | 7 | -4 | -8 | nt | nt | -5 | -2 | -5
CCc1cccc(NC(=S)N(CCOC)C2CCN(C(C)=O)CC2)c1 | 0 | 7 | 1 | 15 | -2 | 2 | 8 | -2 | 2 | 3
CC(=O)Nc1cc(C(=O)NCCN2CCN(Cc3ccccc3)CC2)ccc1Sc1ccc(C)cc1 | -7 | 6 | -1 | 11 | 2 | 0 | 1 | 1 | 0 | 6
CC1(C)Cc2c(sc(NC(=O)Cc3ccccc3)c2C#N)CO1 | 2 | 1 | -1 | 5 | 9 | -7 | 11 | 6 | 5 | -8
CCCc1cc(=O)oc2c(C)c(O)c(CN3CCCCC3)cc12 | -3 | 6 | -2 | -5 | -3 | 2 | -1 | 2 | -3 | 2
COc1ccc(S(=O)(=O)Nc2cccc(NC(C)=O)c2)cc1 | 0 | 9 | 0 | -3 | 0 | 1 | -4 | -3 | 3 | -3
CCOC(=O)c1[nH]c(C)c(C(=O)N2CCN(c3ccc(F)cc3)CC2)c1C | -2 | 11 | -2 | 0 | -1 | 8 | 1 | 2 | -8 | 9
CCCCOc1ccc(CSC(=N)N)cc1Cl | 9 | -20 | -2 | -3 | -3 | -8 | -2 | 6 | 8 | 38*
O=[N+]([O-])c1nn(-c2ccccc2)[n+]([O-])c1N1CCN(c2ccccc2)CC1 | -1 | 17 | 2 | -4 | -2 | -2 | 2 | -2 | 6 | -4
CCCCn1c(=NC(=O)c2ccco2)c(C(=O)OCC)cc2c(=O)n3cccc(C)c3nc21 | 11 | 3 | -2 | 5 | -4 | -3 | -2 | 2 | -7 | -2
O=C(COC(=O)/C=C/c1cc(Br)ccc1F)NC1CC1 | 3 | 3 | -2 | 2 | -6 | 9 | -2 | -2 | -2 | -8
COc1ccc(C(C)(O)c2nc(-c3cccc(O)c3)cs2)cc1 (centres undefined) | 2 | 5 | -1 | -10 | -2 | 0 | nt | 2 | 0 | -5
Clc1ccccc1-c1nc2ccccc2c2nc3ccccc3n12 | -6 | -3 | 3 | 3 | -3 | -3 | -48 | -2 | -3 | 4
CC(=O)n1cc([C@@H]2C=C(C(=O)Nc3ccccc3)O[C@H](OCCCCO)C2)c2ccccc21 | 9 | 9 | 2 | -5 | -2 | -3 | -26 | -2 | 0 | -3
CC(C)Oc1ccc(C(=O)NNC(=O)c2ccccc2C(=O)O)cc1 | -2 | 1 | 2 | -9 | -7 | 4 | -4 | 1 | 0 | -6
O=C(CSc1nnc(Cn2c(=O)sc3ccccc32)n1-c1ccccc1)NCC1CCCO1 (centres undefined) | -4 | -2 | -1 | -8 | -6 | 0 | -4 | 8 | -1 | 3

Results in PRMT1 inh (2 entries from above):
Molecule | PRMT1 inh
CCCCOc1ccc(CSC(=N)N)cc1Cl | 6
CC(C)CN1C(=O)[C@@]2(CC(=O)N(C)C2c2ccccc2)c2cc(-n3cc(CCc4ccccc4)nn3)ccc21 (some centres undefined) | -5

The results go on:
SMILES | rCAG RNA binder | TDP2 inh | LEDGF integ inh | SIAE inh | NPR2 activator | TCR CD3 inh | HTRA1 inhibitor | PRMT1 inh | MBD2 inh | ABHD4 inh
O=C(OCc1nc(-c2ccccc2)oc1COC(=O)c1ccco1)c1ccco1 | -8 | -1 | 1 | -7 | 8 | 6 | -31 | 1 | 4 | -18
O=C(Nc1cc(Sc2nc3ccccc3s2)cc([N+](=O)[O-])c1)c1cccc(F)c1F | 9 | 0 | 0 | -8 | -1 | 7 | -44 | 0 | -2 | -17
O=C(Cn1cc(S(=O)(=O)N2CCCC2)c(S(=O)(=O)N2CCCC2)c1)NCc1ccco1 | 6 | 3 | 2 | 7 | -3 | -5 | 8 | 5 | 0 | -2
O=C(Nc1ccc(C(F)(F)F)cc1)OC1CCC12CCC(c1ccccc1)CC2 (centres undefined) | 2 | 12 | 1 | 2 | -5 | nt | nt | -2 | 2 | -17
CCCCn1nc(C(=O)OCC(=O)Nc2sccc2C(N)=O)c2ccccc2c1=O | 2 | 5 | 0 | -4 | 3 | 3 | -12 | 7 | 4 | 6
COC(=O)[C@]1(CNC(C)=O)CC(=O)N(Cc2ccc(Cl)cc2)[C@@H]1c1ccc(OC)cc1 | 2 | -18 | 8 | -3 | -12 | nt | nt | -5 | -2 | -5
CCOc1ccc(CNC(=O)CN2C(=O)C(c3ccccc3)Oc3cccnc32)cc1 (centres undefined) | 5 | 8 | 2 | -3 | 1 | 0 | -2 | 1 | -4 | 2
CCOC(=O)C(C(=O)c1ccccc1)C1CC(C)NC(=S)N1 (centres undefined) | -1 | 3 | -2 | -3 | -2 | -4 | 4 | 4 | 6 | -4
CC/C(=N/Nc1cccc(Cl)c1)c1cnnc(SC)n1 | 1 | 9 | 5 | 11 | 23 | 0 | -5 | -3 | -2 | 2
O=C(Cn1cnc2scc(-c3ccc(F)cc3)c2c1=O)N1CCOCC1 | -1 | -4 | -4 | 5 | 3 | 1 | -2 | 0 | 2 | 3
CCOC(=O)N1CCC(NCCNC(=O)c2ccc(Cl)cc2)CC1 | -3 | 11 | 1 | 8 | 0 | 2 | 6 | 1 | -6 | 17
C=CC[C@@H](CC(=O)N(CCO)Cc1ccccc1)C(=O)N[C@H](COC(=O)[C@@H](CC=C)CC(=O)OC(C)(C)C)C(C)(C)C | -1 | -5 | -2 | 2 | -8 | 5 | -4 | 1 | -4 | -5
Cc1cc(C=O)c(C)n1-c1ccc(N2CCCCC2)c([N+](=O)[O-])c1 | -3 | -2 | -1 | 5 | -2 | 3 | 1 | 3 | -1 | 1
O=C1NCCN(Cc2cccc(Oc3ccccc3)c2)C1CC(=O)N1CCCCC1 (centres undefined) | -2 | -2 | -1 | 9 | -2 | -1 | -15 | 0 | -2 | -4
COc1ccc(/C=C/C(=O)NCc2ccc(F)cc2)cc1S(=O)(=O)N1CCOCC1 | 9 | 4 | -1 | 2 | -2 | -3 | -4 | 4 | 4 | 1
O=[N+]([O-])c1ccc(N2CCN(c3ccccc3O)CC2)cc1 | 7 | -7 | 5 | 1 | -7 | -5 | -4 | -6 | 2 | -1
CCCCCC(=O)NC(Nc1ccc(S(N)(=O)=O)cc1)C(Cl)(Cl)Cl (centres undefined) | 3 | 0 | 2 | -4 | -4 | 7 | -8 | -2 | 0 | 0
Nc1ccc2c(c1)CC(=O)c1ccccc1S2 | 2 | 6 | 2 | 2 | 2 | 5 | 1 | -5 | -7 | 2
Cc1ccc(CN2CCN(Cc3ccco3)CC2)cc1 | -5 | 2 | -3 | 0 | -5 | -4 | 7 | 3 | 4 | 17

In a second layout: 10 of the compounds above
SMILES	rCAG RNA binder	TDP2 inh	LEDGF integ inh	SIAE inh	NPR2 activator	TCR CD3 inh	HTRA1 inhibitor	PRMT1 inh	MBD2 inh	ABHD4 inh
CCCCn1nc(C(=O)OCC(=O)Nc2sccc2C(N)=O)c2ccccc2c1=O	2	5	0	-4	3	3	-12	7	4	6
COC(=O)[C@]1(CNC(C)=O)CC(=O)N(Cc2ccc(Cl)cc2)[C@@H]1c1ccc(OC)cc1	2	-18	8	-3	-12	nt	nt	-5	-2	-5
CCOc1ccc(CNC(=O)CN2C(=O)C(c3ccccc3)Oc3cccnc32)cc1 (centres undefined)	5	8	2	-3	1	0	-2	1	-4	2
CCOC(=O)C(C(=O)c1ccccc1)C1CC(C)NC(=S)N1 (centres undefined)	-1	3	-2	-3	-2	-4	4	4	6	-4
CC/C(=N/Nc1cccc(Cl)c1)c1cnnc(SC)n1	1	9	5	11	23	0	-5	-3	-2	2
O=C(Cn1cnc2scc(-c3ccc(F)cc3)c2c1=O)N1CCOCC1	-1	-4	-4	5	3	1	-2	0	2	3
CCOC(=O)N1CCC(NCCNC(=O)c2ccc(Cl)cc2)CC1	-3	11	1	8	0	2	6	1	-6	17
C=CC[C@@H](CC(=O)N(CCO)Cc1ccccc1)C(=O)N[C@H](COC(=O)[C@@H](CC=C)CC(=O)OC(C)(C)C)C(C)(C)C	-1	-5	-2	2	-8	5	-4	1	-4	-5
Cc1cc(C=O)c(C)n1-c1ccc(N2CCCCC2)c([N+](=O)[O-])c1	-3	-2	-1	5	-2	3	1	3	-1	1
O=C1NCCN(Cc2cccc(Oc3ccccc3)c2)C1CC(=O)N1CCCCC1 (centres undefined)	-2	-2	-1	9	-2	-1	-15	0	-2	-4

Some of the compounds tested, so the mix of outcomes need not match the whole.
